# Source: PubChem (Broad Institute)
# CFTR F508del cor: F508del CFTR correction, initial screen, CFBE line, single point; CFBE cells, YFP halide quenching; stimulated with forskolin plus potentiator P3; % fluorescence drop versus neutral controls; activity (quench increase), % at 7.58 µM; 350,000 compounds, 0.36% hits; AID 720511, 2013;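 active means mean added fluorescence quench of at least 8% versus neutral control, with both replicates also reaching 8%; inconclusive means only one of the mean or replicate conditions met; inactive means mean below 8% and not both replicates reaching 8%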;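 further: cells transiently co-express mutant CFTR-F508del with the halide-sensitive YFP; corrector assay measuring rescue of mutant channel to the surface after 24 h compound exposure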
# CASP6 VEID inh: human caspase-6 inhibitors, primary screen, biochemical, VEID-R110 fluorescence, single point, set 2. P55212. purified caspase-6, Z-VEID-R110 cleavage fluorescence. inhibition, % at 12.5 µM. 350,000 compounds, 0.53% hits;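 active means mean inhibition across replicates at least about 35%, with every replicate also reaching that limit, limit read from the data; inconclusive means only one of the two criteria met; inactive means neither criterion met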;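 further: 0% = median of neutral control wells and 100% = no fluorescence left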
# Target sequence (P55212 24-179 limits assumed): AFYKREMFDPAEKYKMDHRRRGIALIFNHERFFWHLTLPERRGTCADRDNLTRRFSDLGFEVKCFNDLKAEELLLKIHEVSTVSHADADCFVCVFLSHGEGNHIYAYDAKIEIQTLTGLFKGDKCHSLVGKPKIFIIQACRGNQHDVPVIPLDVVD
# Target sequence (P55212 194-293 limits assumed): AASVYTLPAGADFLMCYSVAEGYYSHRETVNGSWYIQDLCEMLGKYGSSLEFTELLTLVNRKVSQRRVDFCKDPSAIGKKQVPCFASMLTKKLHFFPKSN
# RAD54 inh: inhibitors of human RAD54 branch migration, primary screen, biochemical, fluorescence, single point | AID 602329, 2012 | inhibition, % at 10.4 µM | 360,000 compounds, 0.14% hits | RAD54 Holliday junction branch migration, FAM/BHQ fluorescence | DNA repair and recombination protein RAD54-like (Homo sapiens), Q92698;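 active means mean normalized replicate activity at least 40 and at least half of replicates scoring 40 or more; inconclusive means only one of the two criteria met; inactive means mean below 40 and under half of replicates reaching 40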;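 further: 0% = median of neutral control wells and 100% = median of positive control wells; inhibitors cause a drop in the FAM fluorescence signal; in these data hits start at about 50%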
# Target sequence (Q92698 whole entry, looked up): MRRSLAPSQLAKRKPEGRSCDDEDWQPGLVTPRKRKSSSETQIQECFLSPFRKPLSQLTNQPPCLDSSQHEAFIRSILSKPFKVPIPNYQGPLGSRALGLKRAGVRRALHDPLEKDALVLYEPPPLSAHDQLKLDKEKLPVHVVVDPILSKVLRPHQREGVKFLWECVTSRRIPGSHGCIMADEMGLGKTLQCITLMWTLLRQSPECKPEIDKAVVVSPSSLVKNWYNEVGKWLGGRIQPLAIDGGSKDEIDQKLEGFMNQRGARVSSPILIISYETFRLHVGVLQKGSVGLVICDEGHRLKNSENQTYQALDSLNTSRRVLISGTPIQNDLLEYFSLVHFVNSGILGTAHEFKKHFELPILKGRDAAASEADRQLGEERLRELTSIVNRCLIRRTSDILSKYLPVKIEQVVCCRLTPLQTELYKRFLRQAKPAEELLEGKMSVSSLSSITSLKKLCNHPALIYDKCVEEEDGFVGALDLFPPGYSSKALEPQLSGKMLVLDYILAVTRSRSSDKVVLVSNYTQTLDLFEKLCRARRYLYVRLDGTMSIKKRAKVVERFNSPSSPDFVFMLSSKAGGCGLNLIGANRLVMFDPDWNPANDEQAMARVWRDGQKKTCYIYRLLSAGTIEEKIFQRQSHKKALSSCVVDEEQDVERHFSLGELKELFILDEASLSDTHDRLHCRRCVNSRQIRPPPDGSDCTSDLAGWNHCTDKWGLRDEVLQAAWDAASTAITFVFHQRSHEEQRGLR
# GSIS activator: GLuc luminescence reporter in INS-1E cells, primary screen for activators of glucose-dependent secretion of insulin; activation, % at 16.6 µM; INS-1E GLuc reporter insulin secretion, 2-3 h; AID 743287, 2014; 370,000 compounds, 0.61% hits;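 active means lowest replicate activation of at least 40%, so every replicate reaches that level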;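 further: 0% = median of neutral control wells and 100% = median of IBMX positive control wells; some compounds called inactive have numbers as strong as hits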
# E-selectin induc: E-selectin induction in HUVECs, primary screen, imaging, HUVEC, immunofluorescence imaging, single point | P16581 | AID 686992, 2013 | 260,000 compounds, 0.37% hits | activation, % at 7.58 µM | normalized: neutral wells 0, TNF-alpha wells 100;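 active means mean E-selectin-positive cell signal at least 10% of the positive control, reached in at least 60% of replicates, without over 20% cell loss; inconclusive means no rule given, readout overlaps actives, possibly toxicity-flagged; inactive means the rest, including those meeting only one limit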;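 further: in these data hits start at about 27%; measured in HUVEC primary endothelial cells; signal is the percent of cells scored E-selectin positive by PE staining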
#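 Material: HUVEC primary endothelial cells; Amount: 3,000 cells per well; Dosing: single concentration; Medium: EGM-2 growth medium on 0.1% gelatin-coated wells; Read-out basis: percent E-selectin-positive cells; Signal: immunofluorescence imaging; Control set: TNF-alpha, DMSO.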
# DENV2 CPE: inhibitors of DENV2 cytopathic effect, primary screen, cell-based, plate reader, single concentration. 350,000 compounds, 1.7% hits. AID 651640, 2012. CPE inhibition, % at 9.99 µM. DENV2-infected cells, cytopathic effect rescue; in the data active means CPE inhibition above about 20%, passing the limit was not always enough; inconclusive means no clear call, values can overlap the other calls; tested in BHK-21 cells;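 further: 0% = median of neutral control wells and 100% = median of positive control wells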
# RAD52 inh: RAD52 DNA annealing inhibitors, primary screen, biochemical, FRET, single point, set 2. recombinant RAD52 DNA annealing, FRET fluorescence. 360,000 compounds, 0.46% hits. inhibition, % at 18.7 µM. DNA repair protein RAD52 homolog (Homo sapiens), P43351;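 active means every replicate showing at least 50% inhibition; inconclusive means mean inhibition at least 50% but not in every replicate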
# XiGFP reactiv: activators of inactive X chromosome reactivation, primary screen, imaging, XiGFP fibroblasts, GFP high-content imaging, set 2. XiGFP mouse fibroblasts, % GFP-positive cells imaging, 3 d; cells co-treated with 5-aza-dC sensitizer; scaled so ellipticine positive control = 100%. activation, % at 7.58 µM. 360,000 compounds, 0.055% hits;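 active means mean normalized replicate activation at least 10% and every replicate at or above 10%; inconclusive means only one of the two criteria met; inactive means mean below 10% and not all replicates reach 10%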;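 further: 0% = median of on-plate neutral control wells and 100% = ellipticine 6 µM median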
#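 Assay system: SV40-immortalized XiGFP fibroblast cells, line 68-5-11; buffer or medium: DMEM plus 5-aza-dC sensitizer; compound: one concentration, pinned; timing: compounds 3 days, fix/stain 15 min at room temperature; benchmarks: positive control ellipticine, 6 µM final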
# * = called active by the depositor; ? = inconclusive; / = not tested or not shown. Compounds were not picked by outcome; 3.7% or so of the library scored in one or more.
SMILES,CFTR F508del cor,CASP6 VEID inh,RAD54 inh,GSIS activator,E-selectin induc,DENV2 CPE,RAD52 inh,XiGFP reactiv
Cc1ccc(CN(CC(O)COc2cccc3[nH]cc(C)c23)C(C)(C)C)cc1 (stereo not given),-2.6,1,-3,-19,/,-3,-6,0.5
Cc1ccc(NC(=O)C2CC(O)CN2C(=O)OCc2ccccc2)cc1C (stereo not given),1.7,3,6,4,0.2,2,-4,0.0
C[C@@H]1CN([C@H](C)CO)C(=O)c2cc(C3=CCCC3)cnc2O[C@@H]1CN(C)S(C)(=O)=O,-0.1,3,3,22,-0.1,-4,10,-0.1
CC(=O)c1sc(NC(=O)c2ccccc2F)nc1C,0.3,-1,-8,0,0.1,3,-1,0.3
COCC(=O)N[C@@H]1C=C[C@H](CC(=O)NCc2ccccc2OC)O[C@@H]1CO,-0.8,-1,-3,2,-0.5,14,-8,-0.3
Cc1noc(C)c1S(=O)(=O)Nc1ccc2c(c1)C(=O)N([C@@H](C)CO)C[C@H](C)[C@H](CN(C)Cc1ccc(Oc3ccccc3)cc1)O2,-0.7,0,16,-14,-6.5,-4,9,0.2
Cc1coc2c(C)c3oc(=O)c(CCC(=O)N4C[C@H]5C[C@@H](C4)c4cccc(=O)n4C5)c(C)c3cc12,-0.4,0,6,-20,/,11,7,/
COc1cccc(/C=C/C(=O)OCC(=O)NC2CC2)c1OC,-5.9,-1,9,/,0.0,-4,-6,0.1
C#CCOCCOCCOCCNc1nc(N2CCN(C(=O)[C@H](CCC(=O)O)n3cc([C@@H](N)CO)nn3)CC2)nc(N2CCN(C(=O)[C@H](CCC(=O)O)n3cc([C@@H](N)CCSC)nn3)CC2)n1,-5.1,0,1,5,-0.1,12,-7,0.0
CNC(=S)N/N=C(\C)c1ccc2c(c1)OCCO2,/,-1,3,39,-1.3,-1,-1,-0.2
COc1cccc(CN(C)C[C@H]2OCc3ccccc3-c3c(n(C)c4ccccc34)C(=O)N([C@@H](C)CO)C[C@@H]2C)c1,2.0,1,/,-11,-0.5,1,-2,-1.1
CCSC(=O)N1c2ccc(OC)cc2C=CC1C#N (stereo not given),15*,2,/,/,3.3,-5,-93,0.6
O=C(Nc1ccccc1F)N[C@H]1C=C[C@@H](CC(=O)N2CCCCC2)O[C@@H]1CO,4.2,2,0,-11,0.1,10,-7,-0.2
Cn1ccnc1CN1CCN(C(=O)c2cc(COc3ccc(F)c(F)c3)on2)CC1,-2.9,-7,7,0,-0.4,-3,-8,-0.1
C[C@@H]1CN([C@H](C)CO)C(=O)Cc2cc(NC(=O)CCN3CCOCC3)ccc2O[C@@H]1CN(C)S(=O)(=O)c1ccc(Cl)cc1,0.6,0,-3,20,0.2,-3,-3,-0.5
CC(C)CC#Cc1ccc2c(c1)O[C@@H](CN(C)C(=O)Cc1ccccn1)[C@H](C)CN([C@H](C)CO)S2(=O)=O,3.7,-2,-1,20,-0.2,-6,4,-0.1
CCCCn1c(N)c(N(CCOC)C(=O)CCNC(=O)c2ccccc2Cl)c(=O)[nH]c1=O,-1.4,1,-5,17,-0.3,0,-19,-0.1
COc1cccc(F)c1C(C[N+](=O)[O-])c1c(N)n(C)c(=O)n(C)c1=O (stereo not given),-5.2,-4,-1,/,-3.5,-5,-9,0.4
Cc1cc(C)n(-c2cc(Cl)ccc2[N+](=O)[O-])n1,/,-1,/,6,-0.1,-4,-7,0.2
CC(C)NC(=O)N(C)C[C@@H]1OCCCC[C@H](C)Oc2ccc(NC(=O)Nc3ccc4c(c3)OCO4)cc2C(=O)N([C@H](C)CO)C[C@@H]1C,1.1,-2,-1,3,0.0,?,14,2.2
C[C@@H]1CCCCO[C@@H](CN(C)S(=O)(=O)c2ccccc2)[C@@H](C)CN([C@H](C)CO)C(=O)c2cc(NC(=O)c3ccncc3)ccc2O1,-3.3,1,-4,11,/,-7,-9,0.0
COc1ccc(C2CC3(O)NC(=O)C(C#N)(C3C)C2(C#N)C#N)cc1 (stereo not given),-0.4,0,-5,2,0.2,-1,-8,0.1
O=C(COC(=O)c1ncc(Cl)c(Cl)c1Cl)NNC(=O)c1ccccc1,0.5,0,-4,-6,-0.2,2,-10,-0.1
COc1ccc(CCC(=O)NNC(=O)Cn2nc(C)cc2C)cc1,0.0,0,0,25,-0.1,-6,-19,0.0
O=c1cc(O)nc(-c2ccccc2)s1,-0.5,6,/,-12,/,11,-23,0.5
# Next part.
SMILES,CFTR F508del cor,CASP6 VEID inh,RAD54 inh,GSIS activator,E-selectin induc,DENV2 CPE,RAD52 inh,XiGFP reactiv
COc1ccc(S(=O)(=O)N(C)C[C@H]2Oc3ccc(NC(=O)Nc4cccc5ccccc45)cc3C(=O)N([C@@H](C)CO)C[C@H]2C)cc1,2.9,/,/,0,0.2,/,/,0.0
CCCCC1CC2=C(C(=O)OC(C)(C)O2)C(c2ccc3ccccc3c2)O1 (stereo not given),1.1,1,-8,/,0.1,-1,-9,-0.1
CCOc1ncccc1C(=O)OCC(=O)Nc1ccc(S(=O)(=O)N2CCCC2)cc1,0.7,0,-4,-1,-0.7,-1,-11,0.0
CS(=O)(=O)Nc1ccc2c(c1)[C@H]1C[C@@H](CC(=O)NCCc3ccccc3)O[C@H](CO)[C@H]1O2,-0.8,0,-6,3,-0.3,-3,-9,0.1
CCC(=O)NC[C@H]1[C@H](c2ccccc2)[C@@H](CO)N1C(=O)C1CC1,3.7,3,1,11,0.0,11,7,0.0
COC(=O)C(C(=O)OC)c1cc2c(cc1CNS(=O)(=O)c1ccc(C)cc1)OCO2,-0.2,-3,/,20,-0.1,-6,-9,0.2
C[C@@H]1CN([C@H](C)CO)C(=O)c2c(c3ccccc3n2C)-c2ccccc2CO[C@H]1CN(C)S(=O)(=O)c1ccc(Cl)cc1,-0.9,-6,-9,8,-0.7,-9,1,3.1
O=C(C[C@H]1CC[C@@H]2[C@H](COC[C@@H](O)CN2Cc2ccccc2F)O1)NCc1ccccc1F,-3.5,-1,-2,-1,0.0,-3,9,-0.1
O=C(COC(=O)CCC(=O)c1ccc(F)cc1)Nc1nnc(-c2ccccc2)o1,1.7,-3,2,4,0.7,-4,-5,0.1
COCCn1c(=O)[nH]c(=O)c2c1nc(-c1ccc(-c3ccc(Cl)cc3[N+](=O)[O-])o1)n2Cc1ccccc1,/,1,/,4,/,0,-9,-0.1
C[C@@H]1CN([C@@H](C)CO)C(=O)c2cc(NS(=O)(=O)c3ccc(F)cc3)ccc2O[C@@H](C)CCCCO[C@H]1CN(C)C(=O)c1ccccc1,0.7,-1,-1,-16,-0.2,8,1,-0.6
NS(=O)(=O)c1ccc(CNC(=O)c2sccc2-c2ccccc2)cc1,2.5,-38,-9,5,-0.4,-6,3,0.1
O=C(O)/C=C/c1cn(Cc2ccccc2)nc1-c1cccnc1,-0.2,-1,/,0,3.6,5,-10,0.0
C[C@@H]1CCCCO[C@@H](CN(C)CC2CCCCC2)[C@@H](C)CN([C@H](C)CO)C(=O)c2cc(N(C)C)ccc2O1,1.6,0,6,12,0.0,48*,-2,0.3
O=C(COc1ccccc1[N+](=O)[O-])Nc1ccccc1N1CCCC1,-3.3,1,/,0,/,-3,-2,0.1
COc1ccc(-c2csc(NC(=S)NC(=O)c3ccc(S(=O)(=O)N(C)C)cc3)n2)cc1OC,-1.0,1,-4,39,-0.2,-10,-10,0.2
CC(CCc1ccccc1)NC(=O)CN1C(=O)NC2(CCCCC2)C1=O (stereo not given),0.6,2,/,-29,-0.1,5,-4,0.0
CCn1ccnc1[C@@H]1C[C@H]2CN(Cc3ccccc3OC)C(=O)[C@]23CCCN13,-2.2,-2,/,-4,-2.7,-2,9,0.0
C[C@H]1CN([C@@H](C)CO)S(=O)(=O)c2ccc(C3=CCCCC3)cc2O[C@@H]1CN(C)S(=O)(=O)c1cn(C)cn1,-0.2,/,/,-16,-0.1,/,/,-0.6
CC(C)c1cn(CC[C@H]2CC[C@H](NC(=O)C3CCCCC3)[C@H](CO)O2)nn1,0.3,0,-5,1,-0.1,-5,3,0.3
Cc1ccc(N)cc1CN1CCN(c2ncc(Cc3ccccc3)cn2)CC1,5.4,-3,/,-25,-0.2,-8,-19,0.0
C=CCN(CC(=O)NCC1CCCO1)C(=O)CCC(=O)Nc1cc(C)on1 (stereo not given),/,1,-2,2,/,/,0,/
CO[C@@H]1CN(C)C(=O)c2cc(NC(=O)C3CC3)ccc2OC[C@@H](C)N(C(=O)c2ccccc2F)C[C@@H]1C,0.3,0,1,1,0.2,6,10,0.0
COCCNC(=O)C1(C)CCCN(C(=O)c2ccc(C)c(F)c2)C1 (stereo not given),-2.5,2,-6,/,/,-5,-11,0.0
Cc1cccc(NC(=O)Cc2nnc(NC(=O)Nc3ccccc3F)s2)c1,/,0,/,-11,-0.9,1,-19,0.0
# The results go on.
SMILES,CFTR F508del cor,CASP6 VEID inh,RAD54 inh,GSIS activator,E-selectin induc,DENV2 CPE,RAD52 inh,XiGFP reactiv
C[C@H](CO)N1C[C@H](C)[C@H](CN(C)Cc2ccccc2)Oc2ccc(NC(=O)C3CC3)cc2C1=O,-1.1,2,-4,9,0.3,18,7,-1.0
Cc1cc(C)n2c(NC3CCCC3)c(-c3cc4ccccc4o3)nc2n1,0.4,-1,/,-8,0.2,-9,-17,-0.1
O=C(C[C@H]1CC[C@@H]2[C@H](COC[C@@H](O)CN2S(=O)(=O)c2ccc(F)cc2)O1)NCC1CCCCC1,0.2,0,8,17,/,9,89*,0.2
COc1cccc(CSc2nnnn2-c2ccc(O)cc2)c1,3.3,4,/,13,/,-1,-11,0.1
O=[N+]([O-])c1ccc(NN=Cc2ccc(O)cc2)nc1,0.0,0,-6,/,-0.2,-2,-8,0.0
CCOC(=O)N1CCC(NC(=O)c2ccc3c(c2)N(C)C(=O)/C(=C/c2cccc(OC)c2)S3)CC1,2.7,3,-10,-5,/,6,-14,0.0
COC(=O)c1ccccc1NC(=O)c1cc(C2CC2)on1,-0.2,0,0,/,0.8,-2,-10,0.3
C=CCN(c1ccc(C(=O)Nc2cccc([N+](=O)[O-])c2)cc1)S(C)(=O)=O,-3.2,1,/,9,/,13,-20,0.0
COc1ccc(N(CC(=O)NCc2ccc(F)cc2)C(=O)CCC(=O)Nc2ccccn2)cc1,0.5,2,-1,-8,/,1,-17,0.0
COc1ccc(CN2CCC(n3nccc3NC(=O)C3CC3)CC2)cc1O,-0.9,-9,6,8,-0.2,17,-22,-0.1
CC[C@]12c3[nH]c4cc(CCC(=O)N(C)C)ccc4c3CCN1C(=O)[C@@H](CC(=O)NCc1cccc(C(F)(F)F)c1)C[C@@H]2C(=O)N1CCN(C(=O)c2ccco2)CC1,0.2,-1,-3,-17,-0.3,-3,-11,-0.1
